influenza NS1A – H1N1 influenza NS1A inhibitors, functional cell based assay (AID 504329) | inhibition, % at 12.5 µM, or IC50 in µM where a hit was titrated | 340,000 compounds, 0.3% hits | NS1A functional cell-based assay, percent inhibition; higher % means a stronger effect; in the data active means a potency from the dose series; inconclusive means inhibition above about 27% without an active follow-up result; further: strong numbers were not always called active
VEEV TC-83 Vero – inhibitors of VEEV TC-83 cytopathic effect, confirmation, Vero cells (AID 588727) | Vero cells, VEEV TC-83 cytopathic effect inhibition; higher % means a stronger effect | inhibition, % at 20 µM, or IC50 in µM where a hit was titrated | 350,000 compounds, 0.13% hits; in the data active means a potency from the dose series; inconclusive means inhibition mostly from about 14% at the one dose, without a potency; inactive means the rest, 99 in 100 with inhibition below about 12%; further: strong numbers were not always called active
tuberculosis growth – growth inhibition of non-replicating M. tuberculosis (AID 488890); Mycobacterium tuberculosis non-replicating, growth inhibition; higher % means a stronger effect; 320,000 compounds, 0.39% hits; inhibition, % at 25 µM; hits with a dose series show IC50 in µM; in the data active means a potency from the dose series; inconclusive means inhibition mostly from about 82% at the one dose, without a potency; inactive means the rest, 99 in 100 with inhibition below about 76%;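 further: plate controls were DMSO cells for no effect and high antibiotic wells for full effect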
Salmonella PhoP GFP – PhoP regulon inhibitors, Salmonella typhi PhoP promoter GFP reporter, confirmatory (AID 1850) | one-dose inhibition, % at 50 µM; IC50 in µM for titrated hits | 310,000 compounds, 0.33% hits | Salmonella Typhi PhoP-promoter GFP reporter, fluorescence, 4 h; higher % means a stronger effect; in the data active means a potency from the dose series; inconclusive means inhibition mostly from about 25% at the one dose, without a potency; inactive means the rest, 99 in 100 with inhibition below about 19%;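 further: 0% = induced wells with vehicle and 100% = uninduced wells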
M. tuberculosis HTS – M. tuberculosis growth inhibition, HTS (AID 449762); M. tuberculosis H37Rv growth inhibition, 7H9 media; higher % means a stronger effect; one-dose inhibition, % at 25 µM; IC50 in µM for titrated hits; 330,000 compounds, 0.59% hits; in the data active means a potency from the dose series; inconclusive means inhibition above about 70% without an active follow-up result;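 further: bacterial growth assessed after seven days of incubation; strong numbers were not always called active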
Active calls of the source: *; i = inactive; ? = inconclusive; / = not tested or not shown; & = joins results of further samples.

cpd | mol | influenza NS1A | VEEV TC-83 Vero | tuberculosis growth
1 | CN(C)[C@@H]1C(=O)C(C(N)=O)=C(O)[C@@]2(O)C(=O)C3=C(O)c4c(O)ccc(Cl)c4[C@@](C)(O)[C@H]3C[C@@H]12 | 8.7% | 1.2% | -13.3%
2 | Cc1ccccc1C(=O)Nc1ccc(S(=O)(=O)N2CCOCC2)cc1 | -23.5% | 0.3% | -3.7%
3 | COC(=O)C1CN(S(=O)(=O)c2ccc(C)cc2)CCN1S(=O)(=O)c1ccc(C)cc1 (configuration not stated) | -14.4% | 1.2% | 2.8%
4 | O=C(c1cnn(C(=O)c2cccc(S(=O)(=O)N3CCOCC3)c2)c1)c1ccccc1O | -13.2% | 0.7% | 5.4%
5 | CC(C)(CNc1ccc([N+](=O)[O-])cc1Cl)N1CCOCC1 | 8.6% | i | 7.1%
6 | CCCCn1c(CN2CCN(C(=O)OCC)CC2)nc2c1c(=O)[nH]c(=O)n2C | -2.2% | i | -16.4%
7 | Cc1ccc(NS(=O)(=O)c2coc(C(N)=O)c2)cc1F | 6.7% | 0.5% | -3.9%
8 | COc1cc(-c2nnc(SCC(=O)O)n2-c2ccccc2)cc(OC)c1OC | -4.9% | i | -24.5%
9 | CC1CC(C)CN(CCCCOc2ccc([N+](=O)[O-])cc2)C1 (configuration not stated) | -3.0% | 0.4% | -4.2%
10 | COCCCNC(=O)CN(c1cc([N+](=O)[O-])ccc1OC)S(C)(=O)=O | -22.3% | 2.6% | -5.0%

cpd | Salmonella PhoP GFP | M. tuberculosis HTS
1 | 4.1% | 5.0%
2 | -5.1% | -4.9%
3 | -13.5% | 1.0%
4 | -18.9% | 9.0%
5 | 13.2% | 1.3%
6 | -16.2% | -8.1%
7 | -10.5% | -8.8%
8 | 4.6% | 4.2%
9 | -5.3% | -5.4%
10 | 0.6% | -0.4%

(next part)
cpd | mol | influenza NS1A | VEEV TC-83 Vero | tuberculosis growth
11 | CCC1NC(=O)c2ccccc2N1c1cccc(Cl)c1 (configuration not stated) | -1.1% | 2.0% | 15.7%
12 | O=C(NC1CC2CCCC(C1)N2Cc1ccccc1)c1cccc(Cl)c1 (configuration not stated) | -9.6% | i | 4.5%
13 | O=C(/C=C/c1ccco1)NC(=S)Nc1cc(C(F)(F)F)ccc1N1CCOCC1 | -2.8% | 1.4% | 10.3%
14 | CCN(CC)C(=O)C1=C(C)Nc2nnnn2C1c1cccnc1 (configuration not stated) | 2.4% | 0.5% | -16.3%
15 | O=C(NCCC1=CCCCC1)c1ccc(=O)oc1 | -17.0% | i | 8.2%
16 | COc1cc(OC)cc(C(=O)N[C@H](C(=O)OCC(=O)Nc2ccc(F)c(F)c2F)C(C)C)c1 | 7.3% | 0.4% | 8.9%
17 | Cc1ccc(NS(=O)(=O)c2ccc3c(c2)CC(=O)N3)cc1C | 3.2% | 3.2% | 0.3%
18 | O=C(NCCCn1ccnc1)C(=O)NCC1OCCN1S(=O)(=O)c1ccc2c(c1)OCCO2 (configuration not stated) | 2.1% | i | 0.4%
19 | Cc1cccc(NC(=O)CNC(=O)c2sc3ccccc3c2Cl)n1 | 6.5% | 2.3% | -6.7%
20 | COc1ccc(NC(=O)c2oc3ccc(S(=O)(=O)N4CCC5(CC4)OCCO5)cc3c2C)cc1 | 9.5% | i | 52.8%

cpd | Salmonella PhoP GFP | M. tuberculosis HTS
11 | 0.1% | -5.2%
12 | 3.5% | 3.7%
13 | -6.9% | 2.2%
14 | -1.0% | 1.5%
15 | -2.6% | -7.0%
16 | -9.5% | -0.2%
17 | -10.6% | 0.2%
18 | -2.0% | -6.0%
19 | -12.8% | -2.8%
20 | 5.9% | ?

New compounds follow.
cpd | mol | influenza NS1A | VEEV TC-83 Vero | tuberculosis growth
21 | CCOc1ccccc1NC(=O)C1CCC(=O)N1S(=O)(=O)c1ccc(C)cc1 (configuration not stated) | 19.1% | 1.2% | -0.6%
22 | Cc1ccc(NC(=O)C2CCN(S(=O)(=O)c3c(C)noc3C)CC2)cc1C | -3.0% | 1.6% | -8.1%
23 | Cc1cc2n(n1)C(c1ccccc1)Nc1ccccc1-2 (configuration not stated) | 5.4% | 2.7% | 5.0%
24 | CCCc1cc(=O)[nH]c(SCC(=O)N2CCN(c3ccc(F)cc3)CC2)n1 | 14.3% | 1.2% | 12.8%
25 | Cc1cc(C)cc(NC(=S)N2CCC(C(=O)c3ccc(F)cc3)CC2)c1 | 20.3% | 1.0% | /
26 | CCOC(=O)c1cc(C#N)c(N2CCCNCC2)nc1C(F)(F)F | -15.8% | i | 32.5%
27 | O=C(Cc1cccs1)N/N=C/C=C\c1ccco1 | 5.3% | 0.3% | 63.1%
28 | O=C(N/N=C\c1ccc(CNS(=O)(=O)c2ccc(Cl)cc2)o1)C(=O)Nc1ccc(Oc2ccccc2)cc1 | -4.1% | 1.8% | 3.0%
29 | COc1ccc(CN2CC[C@H]3C=CCc4cccc(c43)C2)cc1 | 12.9% | 0.1% | 39.1%
30 | Cc1ccc(-c2nc3ccccc3nc2-c2ccccc2)cc1 | -23.6% | i | 38.9%

cpd | Salmonella PhoP GFP | M. tuberculosis HTS
21 | -5.0% | 5.5%
22 | 8.0% | 2.9%
23 | -15.5% | -6.3%
24 | -5.0% | -0.8%
25 | / | /
26 | -1.7% | -13.6%
27 | 1.2% | 7.0%
28 | -1.4% | 0.0%
29 | / | 24.8%
30 | -7.0% | 12.6%

More structures follow:
cpd | mol | influenza NS1A | VEEV TC-83 Vero | tuberculosis growth
31 | O=C1CCCN1CCCNC(=S)Nc1ccccc1 | / | 0.9% | 2.2%
32 | CN(CC(=O)NCCC1=CCCCC1)S(=O)(=O)c1ccc2c(c1)CCC(=O)N2 | 0.5% | i | 3.5%
33 | C=CCC1(CC=C)CCCN1C(=O)CC1C(=O)NCCN1Cc1cccc(OC)c1 (configuration not stated) | 2.1% | 0.5% | -7.9%
34 | CC[N+](C)(CC)CCC(c1ccccc1)C1CCCCC1 (configuration not stated) | 20.0% | 0.6% | 26.3%
35 | Cc1ccc(C)c(NC(=O)CS(=O)(=O)c2cn(C)c3ccccc23)c1 | -0.5% | 0.7% | 2.3%
36 | CC(/C=N/NC(=O)c1nnn(-c2nonc2N)c1C(C)C)=C\c1ccccc1 | 8.4% | 3.2% | -10.3%
37 | O=C(NCCCN1CCOCC1)c1ccc2c(=O)n(Cc3ccccc3)c(=S)[nH]c2c1 | 3.3% | 1.6% | 7.0%
38 | N/C(=N\S(=O)(=O)c1cccs1)c1ccccc1Cl | -3.3% | i | -10.8%
39 | COc1ccc(C(CCN(Cc2ccc(OC)c(OC)c2)C(=O)CCl)c2ccccc2)cc1 (configuration not stated) | 4.7% | 5.7% | ?
40 | CC(/C=C/c1cccs1)=C\C(=O)O | -1.8% | 1.3% | -4.9%

cpd | Salmonella PhoP GFP | M. tuberculosis HTS
31 | 2.1% | 1.4%
32 | 2.5% | -4.1%
33 | 9.3% | 1.7%
34 | -6.6% | -5.1%
35 | -12.9% | -8.3%
36 | -33.4% | -6.2%
37 | -14.5% | -3.9%
38 | -2.8% | -2.4%
39 | 8.7% | ?
40 | -7.7% | 3.1%

More results follow.
cpd | mol | influenza NS1A | VEEV TC-83 Vero | tuberculosis growth
41 | O=C(C1=C(O)C(=O)N(Cc2ccco2)C1c1ccccc1)c1cccs1 (configuration not stated) | 12.4% | 5.8% | 64.5%
42 | CC(C)(C)c1ccc(/C=N/NC(=S)NC2CCCCC2)cc1 | 22.1% | i | 17.2%
43 | Cc1cccc(C(C)(C)C)c1OCCCCN1CCCC1 | 8.6% | 1.4% | 12.5%
44 | CCc1nnc(NC(=O)CS(=O)(=O)Cc2ccccc2)s1 | 6.2% | i | 8.2%
45 | COc1cc(OC)c(N(C)S(=O)(=O)c2cccc(C(=O)Nc3nnc(C4CC4)s3)c2)cc1Cl | -15.3% | 4.1% | 8.4%
46 | COC(=O)C(NNc1ccccc1)(NC(=O)c1ccc(F)cc1)C(F)(F)F (configuration not stated) | 0.9% | 1.6% | 21.6%
47 | COc1ccc(S(=O)(=O)N(CCCN2CCOCC2)Cc2ccc(OC)c(OC)c2)cc1 | -7.3% | 1.7% | 34.7%
48 | CCCNC(=O)C(Cc1ccc(F)cc1)NC(=O)c1ccccc1 (configuration not stated) | -1.5% | i | -16.0%
49 | O=c1c2ccccc2nnn1Cc1ccccc1 | 8.3% | 4.2% | 75.0%
50 | O=C(Cn1cncn1)N/N=C/c1cccnc1 | 1.0% | 2.2% | 5.3%

cpd | Salmonella PhoP GFP | M. tuberculosis HTS
41 | -14.9% | 5.6%
42 | -4.4% | 12.9%
43 | 7.7% | -3.1%
44 | 13.5% | 1.2%
45 | 16.7% | -5.8%
46 | -9.6% | 14.8%
47 | 7.4% | -9.6%
48 | / | 14.2%
49 | -7.9% | -3.5%
50 | -3.0% | 1.4%

Other records.
cpd | mol | influenza NS1A | VEEV TC-83 Vero | tuberculosis growth
51 | CC(=O)c1sc(NC(=O)c2cc(=O)c3ccccc3o2)nc1C | -2.2% | 2.4% | 0.1%
52 | Nc1ccc2c(c1)C(=O)N(c1cccc3ccccc13)C2=O | -7.2% | 0.5% | 34.8%
53 | CCOCc1nnc(NC(=O)c2c(OC)cccc2OC)s1 | -0.7% | 3.9% | 0.1%
54 | CCOC(=O)c1c(NCC2CCCO2)c2ccccc2[nH]c1=O (configuration not stated) | 0.9% | 1.0% | -4.3%
55 | COCCNC(=S)NNc1ccc(Cl)c(C(=O)O)c1 | -3.8% | i | 26.8%
56 | COc1ccc(CCn2c(-c3cc([N+](=O)[O-])cc([N+](=O)[O-])c3)nc3nc4ccccc4nc32)cc1 | 4.6% | 9.9% | 60.1%
57 | Cc1ccc(S(=O)(=O)NC(C)(C)CSc2ncccn2)cc1 | 6.8% | i | -12.3%
58 | Cc1cc(C)nc(N/N=C/C=C/c2ccccc2)n1 | -2.5% | 0.0% | -0.8%
59 | CC(Oc1ccc2c(-c3ccccc3)cc(=O)oc2c1)C(=O)NCC1CCC(C(=O)O)CC1 (configuration not stated) | -2.0%&1.2% | 0.5%&0.1% | -15.7%&6.5%
60 | Cc1c(C(=O)OCC[N+]2(C)CCCCC2)oc2ccccc12 | -14.3% | 0.1% | /

cpd | Salmonella PhoP GFP | M. tuberculosis HTS
51 | -2.4% | 14.3µM*
52 | -10.9% | -6.9%
53 | 11.2% | -1.9%
54 | -14.6% | -3.0%
55 | 2.8% | 7.2%
56 | -14.2% | ?
57 | 9.2% | -1.2%
58 | -3.9% | 3.8%
59 | -0.5%&-8.6% | -10.0%&-6.5%
60 | 3.8% | -4.3%

Profiles, looked up by structure. Values in the order: influenza NS1A, VEEV TC-83 Vero, tuberculosis growth, Salmonella PhoP GFP, M. tuberculosis HTS
`COCCNC(=S)NNc1ccc(Cl)c(C(=O)O)c1` reads -3.8%, i, 26.8%, 2.8%, 7.2%
`Cc1cc(C)nc(N/N=C/C=C/c2ccccc2)n1` reads -2.5%, 0.0%, -0.8%, -3.9%, 3.8%
`CC(=O)c1sc(NC(=O)c2cc(=O)c3ccccc3o2)nc1C` reads -2.2%, 2.4%, 0.1%, -2.4%, 14.3µM*
`Cc1c(C(=O)OCC[N+]2(C)CCCCC2)oc2ccccc12` reads -14.3%, 0.1%, /, 3.8%, -4.3%

In a second layout: entries from further up
#	Molecule	influenza NS1A	VEEV TC-83 Vero	tuberculosis growth	Salmonella PhoP GFP	M. tuberculosis HTS
54	CCOC(=O)c1c(NCC2CCCO2)c2ccccc2[nH]c1=O (configuration not stated)	0.9%	1.0%	-4.3%	-14.6%	-3.0%
55	COCCNC(=S)NNc1ccc(Cl)c(C(=O)O)c1	-3.8%	i	26.8%	2.8%	7.2%
56	COc1ccc(CCn2c(-c3cc([N+](=O)[O-])cc([N+](=O)[O-])c3)nc3nc4ccccc4nc32)cc1	4.6%	9.9%	60.1%	-14.2%	?
57	Cc1ccc(S(=O)(=O)NC(C)(C)CSc2ncccn2)cc1	6.8%	i	-12.3%	9.2%	-1.2%

(more compounds)
cpd | mol | influenza NS1A | VEEV TC-83 Vero | tuberculosis growth
61 | COc1ccccc1C1CC(=O)Nc2cc3c(cc21)OCCO3 (configuration not stated) | -3.3% | 2.3% | 28.9%
62 | O=C(O)C(c1ccccc1)C1(O)CCCC1 (configuration not stated) | -1.5% | 1.3% | 4.2%
63 | Cc1cc(N2CCOCC2)n2ncc(-c3ccccc3Cl)c2n1 | -6.5% | 4.6% | 1.8%
64 | O=C(Cn1cnc2ccccc2c1=O)Nc1ccc(N2CCOCC2)cc1 | 1.5% | 0.8% | -6.5%

cpd | Salmonella PhoP GFP | M. tuberculosis HTS
61 | 3.6% | 5.9%
62 | 6.7% | 9.2%
63 | 8.9% | 13.7%
64 | 6.0% | -9.4%

Screens from PubChem.
